From PubChem BioAssay
proCasp7 act: counter-screen for procaspase-3 activators: activators of human procaspase-7. 330,000 compounds, 0.093% hits. recombinant procaspase-7, Ac-DEVD-pNA absorbance 405 nm; D23A/D198A/D206A triple mutant, cannot self-cleave; scale: DMSO 0, 5 µM enzyme 100. AID 463210. activation, % at 8.5 µM. P55210;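 active = percent activation above the screen-wide mean plus 3 SD, cut at about 25% in these data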
Target sequence (P55210 whole entry D23A/D198A/D206A): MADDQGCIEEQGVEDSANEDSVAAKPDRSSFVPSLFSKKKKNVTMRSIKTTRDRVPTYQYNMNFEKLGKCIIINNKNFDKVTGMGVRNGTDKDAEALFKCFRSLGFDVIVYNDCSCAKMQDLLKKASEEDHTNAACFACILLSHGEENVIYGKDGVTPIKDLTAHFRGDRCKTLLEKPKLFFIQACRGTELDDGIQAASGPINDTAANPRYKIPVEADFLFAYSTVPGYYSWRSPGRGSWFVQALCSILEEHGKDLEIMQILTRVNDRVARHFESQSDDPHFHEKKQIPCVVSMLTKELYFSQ
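System: Uncleavable procaspase-7 mutant enzyme; Amount: 2 µM procaspase-7 mutant as dispensed; Schedule: 1 h compound preincubation, 2 h substrate cleavage, 25 °C; Measured by: 405 nm absorbance of p-nitroaniline; Evaluation: percent activation from buffer-corrected 0–120 min absorbance change; Control set: low DMSO alone, high DMSO plus 5 µM PC-7.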
PP1 inh: blocks human PP1-alpha phosphatase, a PP5 counter-screen; P62136; purified PP1alpha, OMFP fluorescence; inhibition, % at 6.7 µM; 320,000 compounds, 0.9% hits;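 active = inhibition above the mean inhibition of all tested compounds plus 3 SD, computed separately for each screening campaign, cut at about 15% in these data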
HCV core dimer: HCV core protein dimerization inhibition; TR-FRET GST/Flag-core106 dimerization, 1536-well; inhibition, % at 5 µM; 300,000 compounds, 0.33% hits;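 active = inhibition above the mean of all tested compounds plus 3 SD, set per screening campaign, cut at about 45% in these data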
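System: GST/Flag-tagged HCV core106 proteins. Incubation: compound-protein-antibody incubation 4 h at 22.5 °C. Technique: HTRF with 340 nm excitation, 617/671 nm emission. Medium: KF-containing HEPES buffer, pH 7.45, DTT, CHAPS, BSA. Read-out: inhibition (%) from 671 over 617 nm ratio. Also added: Eu(K)-anti-GST 90 ng/mL plus XL665-anti-Flag 1 µg/mL.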
CTSL1 counter: blocks F. hepatica cathepsin L1 in PFM18AAP counter-screen. 300,000 compounds, 0.49% hits. recombinant F. hepatica cathepsin L1, Z-Leu-Arg-MCA fluorescence. inhibition, % at 5.96 µM;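 active = inhibition above the mean of all tested compounds plus 3 SD, set per screening campaign, cut at about 17% in these data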;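 also: 0% = plate median of test compound wells and 100% = 1 µM Z-Phe-Ala-diazomethylketone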
JMJD2C inh: inhibitors of human GASC-1 (JMJD2C) demethylase | GST-JMJD2C(1-420) H3K9me3 demethylation, DELFIA europium | Q9H3R0 | 330,000 compounds, 0.069% hits | inhibition, % at 2.35 µM;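 active = more than half of a compound's replicate wells show inhibition beyond 50%, single wells judged on their own value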;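 also: signal counts dimethyl H3K9 product captured on neutravidin plate; 0% = median of DMSO wells and 100% = 0.3 times that DMSO median; strong numbers were not always called active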
Target sequence (Q9H3R0 1-420 limits assumed): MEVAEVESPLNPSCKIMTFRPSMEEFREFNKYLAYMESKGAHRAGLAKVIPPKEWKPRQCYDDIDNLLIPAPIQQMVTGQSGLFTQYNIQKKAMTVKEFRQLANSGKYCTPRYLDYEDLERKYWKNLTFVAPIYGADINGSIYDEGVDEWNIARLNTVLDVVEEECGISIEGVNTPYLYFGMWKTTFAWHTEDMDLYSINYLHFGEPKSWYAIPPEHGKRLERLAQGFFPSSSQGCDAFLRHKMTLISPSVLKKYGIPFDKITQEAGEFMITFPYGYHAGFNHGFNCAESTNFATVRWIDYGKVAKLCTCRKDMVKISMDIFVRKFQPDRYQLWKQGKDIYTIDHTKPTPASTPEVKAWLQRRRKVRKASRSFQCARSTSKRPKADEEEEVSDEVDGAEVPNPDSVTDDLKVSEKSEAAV
PP5 inh: inhibitors of human protein phosphatase 5 (PP5) | purified PP5c, OMFP substrate fluorescence | inhibition, % at 6.7 µM | AID 1987 | P53041 | 320,000 compounds, 0.18% hits;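 active = inhibition above the campaign's mean inhibition across all tested compounds plus 3 SD, cut at about 9.5% in these data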;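 also: 0% = DMSO only and 100% = 100 µM cantharidin control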
proCasp3 act: activates human procaspase-3 | AID 463141 | activation, % at 8.5 µM | 330,000 compounds, 0.11% hits | P42574 | recombinant procaspase-3 D3A, Ac-DEVD-pNA absorbance 405 nm;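 active = activation above the mean of all tested compounds plus 3 SD, cut at about 21% in these data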;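 also: 0% = DMSO alone and 100% = DMSO wells spiked with extra 5 µM PC-3 D3A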
Target sequence (P42574 whole entry D9A/D28A/D175A): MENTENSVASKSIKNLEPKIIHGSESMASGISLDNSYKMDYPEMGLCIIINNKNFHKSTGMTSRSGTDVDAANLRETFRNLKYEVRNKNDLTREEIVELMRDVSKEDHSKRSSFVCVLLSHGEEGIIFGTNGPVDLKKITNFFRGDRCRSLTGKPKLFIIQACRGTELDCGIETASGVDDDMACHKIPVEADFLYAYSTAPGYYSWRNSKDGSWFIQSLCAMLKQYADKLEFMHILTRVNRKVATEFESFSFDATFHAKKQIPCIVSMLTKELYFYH
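assay system = Procaspase-3 D3A mutant | signal = absorbance at 405 nm, 0 and 120 min | times = 1 h preincubation plus 2 h reaction at 25 °C | repeats = single replicate | read-out = % activation between DMSO and enzyme-spiked controls | medium = Zinc-free HEPES saline buffer with Triton X-100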
TPT1 inh: inhibitors of Candida albicans tRNA 2'-phosphotransferase TPT1; inhibition, % at 5 µM; 300,000 compounds, 0.81% hits; AID 1962; recombinant caTPT1, FP RNA substrate dephosphorylation;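 active = inhibition above the mean of all tested compounds plus 3 SD, set per screening campaign, cut at about 24% in these data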;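 also: plate controls were DMSO alone for no effect and ferristatin control at 100 nM for full effect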
Efflux pump inh: inhibitors of Candida antifungal efflux pumps expressed in yeast; S. cerevisiae Candida pump triplex, Nile Red efflux; inhibition, % at 10 µM; 330,000 compounds, 0.44% hits;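 active = plate passing quality check with inhibition over a set limit, or well fluorescence over plate mean plus 4 SD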;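 also: Nile Red retained in pooled yeast measured as flow cytometry median fluorescence; 0% = buffer negative control and 100% = Enniatin B positive control; higher means more Nile Red kept so more efflux inhibition; some compounds called inactive have numbers as strong as hits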
* = called active by the depositor; & = joins results of further samples.

#	Compound	proCasp7 act	PP1 inh	HCV core dimer	CTSL1 counter	JMJD2C inh
1	Cc1onc(-c2ccccc2Cl)c1C(=O)NC(=S)Nc1ccccc1F	-1	-2	6	-1	-2
2	CC(C)Sc1nc2sccc2c(=O)n1-c1ccccc1	1	1	23	7	11
3	CSc1ncccc1C(=O)NNC(=O)c1ccc(NS(=O)(=O)c2cccs2)cc1	2	-5	0	6	8
4	O=S(=O)(N/N=C/c1cn(Cc2ccccc2)c2ccccc12)c1ccccc1	3	1	20	3	11
5	CCOC(=O)CN1C(=O)S/C(=C/C=C/c2ccc(N(C)C)cc2)C1=O	-19	2	-3	0	1
6	Cc1ccc(-n2c(C)cc(=O)cc2C)cc1[N+](=O)[O-]	-4	-1	-11	-3	-13
7	Cc1c(-c2ccccc2)nc2ccccc2c1C(=O)O	-6	-1	-8	-1	2
8	CCC/C=C(\CCC)C(NC(=O)Cc1ccccc1)c1ccc(C(=O)OC)cc1 (stereo not given)	3	4	-2	5	10

#	PP5 inh	proCasp3 act	TPT1 inh	Efflux pump inh
1	4.4	10	0	0.1
2	1.1	5	5	0.0
3	0.5	-2	5	0.1
4	5.9	3	-1	-0.1
5	-7.0	-21	87*	0.5
6	0.9	-4	1	-0.2
7	-2.5	-6	-2	-0.1
8	5.4	4	-1	0.1

Next part:
#	Compound	proCasp7 act	PP1 inh	HCV core dimer	CTSL1 counter	JMJD2C inh
9	C=CCOc1nc2c(c(=O)n(Cc3ccc(Cl)c(Cl)c3)c(=O)n2C)n1C	0	3	2	1	-5
10	O=C(CSc1nc2cc(Cl)ccc2s1)c1cc2ccccc2o1	-14	-2	12	-1	4
11	CCCN(CCC)C(=O)COc1cc(=O)n(CC)c2ccccc12	4	-4	-6	3	3
12	Nc1ncnc(Oc2cccc3cccnc23)c1[N+](=O)[O-]	0	-4	3	0	-23
13	Cc1ccc(C(=O)NCCNC(=O)c2ccccc2)cc1	-1	-2	5	1	3
14	Cc1ccc(N2CSC3=C(C#N)C(c4cccs4)CC(=O)N3C2)cc1 (stereo not given)	-27	9	18	-3	-7
15	FC(F)(F)c1cc(-c2cccs2)nc2cc(-c3ccccc3)nn12	-6	0	-2	-3	9
16	Cc1ccc(NC(=O)Nc2cc(-c3ccccc3)nn2C)cc1Cl	5	1	-1	-7	-7

#	PP5 inh	proCasp3 act	TPT1 inh	Efflux pump inh
9	2.8	-2	2	-0.1
10	-1.0	-7	78*	0.0
11	1.1	1	-2	0.1
12	-2.0	-1	-1	0.2
13	1.6	3	-3	-0.1
14	-2.2	-29	6	0.0
15	0.6	-14	1	0.2
16	3.7	-13	1	0.0

Next section.
#	Compound	proCasp7 act	PP1 inh	HCV core dimer	CTSL1 counter	JMJD2C inh
17	O=C(CN1C(=O)/C(=C/c2ccco2)SC1=S)Nc1ccc(O)c(C(=O)O)c1	-14	-3	-5	-4	-1
18	Cn1cccc1/C=N/NC(=O)c1ccccn1	4	0	0	5	4
19	COc1ccc2[nH]c(C(=O)N3CCC(n4nccc4NC(=O)C4CC4)CC3)c(C)c2c1	-3	0	-10	0	-7
20	CCCc1cc(C(=O)Cc2ccc(F)cc2)c(O)cc1O	-14	6	4	3	-16
21	Cc1cc(C(=O)NC2CC(C)(C)Cc3c2cnn3-c2ccccc2)n(C)n1 (stereo not given)	5	1	1	-2	4
22	c1ccc(C2OCC3(CO2)COC(c2ccccc2)OC3)cc1 (stereo not given)	-4	-2	4	7	-4
23	N/C(=N\OC(=O)CCC1CCCC1)c1ccccc1	-7	2	-7	-14	-3
24	O=C1c2ccc(Oc3ccc4c(c3)C(=O)N(CCCCO)C4=O)cc2C(=O)N1CCCCO	10	-1	-3	-1	1&7

#	PP5 inh	proCasp3 act	TPT1 inh	Efflux pump inh
17	-1.4	-9	12	0.0
18	1.4	9	-3	-0.1
19	1.2	7	-2	0.4
20	5.5	-9	-3	0.0
21	1.9	-2	0	-0.2
22	1.1	-2	-4	-0.2
23	2.1	-1	-3	0.1
24	-0.5	0	-1	-0.1

Next part
#	Compound	proCasp7 act	PP1 inh	HCV core dimer	CTSL1 counter	JMJD2C inh
25	CCn1c(=O)c(C(=O)NCc2ccc(OC)c(OC)c2)c(O)c2ccccc21	-2	-4	2	0	2
26	Cc1nn(-c2ccccc2)c2ncc(C(=O)c3cc(Cl)ccc3O)cc12	-11	-3	3	2	0
27	Cc1oc(-c2cc(F)cc(F)c2)nc1CN1CCN(C(=O)c2ccco2)CC1	1	1	-4	0	2
28	COC(=O)[C@@]1(Cc2ccccc2)C=C[C@@H](C)N1C(C)=O	-4	-5	0	-2	-2
29	CC(C)C1Nc2ccc(C(=O)O)cc2C2C=CCC21 (stereo not given)	4	5	-3	1	-3
30	Nc1nonc1C(=O)NCCNS(=O)(=O)c1ccc(F)cc1	-6	2	-3	-5	3
31	O=C(NC1CCCC1)C(c1ccncc1)N(Cc1ccco1)C(=O)c1ccc(-c2ccccc2)[nH]1 (stereo not given)	-11	3	12	4	4
32	COC(=O)C1CCN(S(=O)(=O)c2c(C)n(C)c(=O)n(C)c2=O)CC1	6	1	6	-2	11

#	PP5 inh	proCasp3 act	TPT1 inh	Efflux pump inh
25	-0.6	-1	-1	-0.1
26	-1.4	6	-1	-0.1
27	2.8	-6	3	0.1
28	-2.5	4	-1	-0.1
29	0.8	-9	-5	0.1
30	-2.4	-8	3	-0.1
31	-3.0	1	6	0.1
32	2.5	8	3	0.1

New compounds follow
#	Compound	proCasp7 act	PP1 inh	HCV core dimer	CTSL1 counter	JMJD2C inh
33	O=C(c1cccc(F)c1)N1CCc2ccccc21	5	0	3	3	6
34	CCCc1nnc2n1N=C(c1ccc([N+](=O)[O-])cc1)CS2	7	-2	-2	1	-31
35	Nc1ncn([C@H]2C[C@H](O)[C@@H](CO)O2)c(=O)n1	6	-2	-5	5	-11
36	CCOc1ccc2noc3c2c1C(=O)c1ccccc1-3	-8	-29	-15	2	-2
37	Cc1sc(NC(=O)C2CCCCC2C(=O)O)c(C(N)=O)c1C (stereo not given)	-4	-4	-3	2	0
38	Clc1ccc(-c2csc3ncnc(Cl)c23)cc1	-8	6	-1	4	-6
39	CCc1nc(OCCN(C)C)c2oc3ccccc3c2n1	-1	0	3	1	1
40	O=c1[nH]cnc(O)c1C(c1cccc([N+](=O)[O-])c1)c1c(O)nc[nH]c1=O	-1	-2	1	1	16

#	PP5 inh	proCasp3 act	TPT1 inh	Efflux pump inh
33	-2.4	11	-1	-0.1
34	-1.1	1	-2	-0.1
35	0.3	5	0	0.0
36	-24	-5	-92	0.1
37	4.7	-2	-1	0.1
38	1.2	-4	1	-0.1
39	4.1	-2	1	0.2
40	-0.3	-2	-1	0.0

Next section:
#	Compound	proCasp7 act	PP1 inh	HCV core dimer	CTSL1 counter	JMJD2C inh
41	CCOc1cccc(CN2CCC(Oc3ccc(C(=O)N4CCCC4)cc3)CC2)c1	9	2	-1	-2	22
42	O=C(Nc1ccc2c(c1)OCCO2)C1CCCN(S(=O)(=O)c2cnc[nH]2)C1 (stereo not given)	7	-7	3	-3	16
43	CCC1C(=O)N=C(SCC(=O)NC2CCCCC2)NC1=O (stereo not given)	2	-6	8	13	1
44	O=C(COC(=O)CNS(=O)(=O)c1ccc(Br)cc1Cl)NCCc1ccccc1	6	-4	-1	-19	-2
45	CCOC(=O)n1cc(-c2cnc(CNC(=O)C(C)(c3ccccc3)c3ccccc3)o2)c2ccccc21	-4	11	22	4	-27
46	CN(CC(=O)Nc1ccc(N2CCOCC2)cc1)C(=O)CCCOc1ccc(Cl)cc1Cl	5	-7	1	-1	3
47	O=C(NCCC(=O)N1CCc2ccccc21)c1ccco1	10	-2	-1	1	62
48	COc1ccc(Cl)cc1NC(=O)CSc1sc2c(O)cc(=O)[nH]c2c1C#N	4	8	16	1	-2
49	O=C(CSc1nnc(-c2ccccc2)n1-c1ccc(Cl)cc1)NC1CCS(=O)(=O)C1 (stereo not given)	6	-3	4	6	4
50	CCN1CCN(Cc2ccc(NC(=O)c3ccc(C)c(NC(=O)c4nccnc4N)c3)cc2C(F)(F)F)CC1	-3	1	6	3	2
51	CCOC(=O)Cc1csc(NC(=S)NC(=O)c2ccccc2)n1	-11	-1	6	1	1

#	PP5 inh	proCasp3 act	TPT1 inh	Efflux pump inh
41	-0.6	2	1	0.0
42	2.1	10	-4	0.1
43	0.0	4	1	-0.1
44	1.5	4	-5	-0.2
45	1.9	-4	0	0.1
46	2.0	3	-4	0.0
47	0.4	6	0	0.0
48	-1.4	2	4	0.2
49	-1.0	6	1	0.1
50	1.4	-1	1	0.0
51	-0.4	-4	-1	0.2

4 records drawn at random from those above, as already listed:
#	Compound	proCasp7 act	PP1 inh	HCV core dimer	CTSL1 counter	JMJD2C inh
41	CCOc1cccc(CN2CCC(Oc3ccc(C(=O)N4CCCC4)cc3)CC2)c1	9	2	-1	-2	22
42	O=C(Nc1ccc2c(c1)OCCO2)C1CCCN(S(=O)(=O)c2cnc[nH]2)C1 (stereo not given)	7	-7	3	-3	16
50	CCN1CCN(Cc2ccc(NC(=O)c3ccc(C)c(NC(=O)c4nccnc4N)c3)cc2C(F)(F)F)CC1	-3	1	6	3	2
47	O=C(NCCC(=O)N1CCc2ccccc21)c1ccco1	10	-2	-1	1	62

#	PP5 inh	proCasp3 act	TPT1 inh	Efflux pump inh
41	-0.6	2	1	0.0
42	2.1	10	-4	0.1
50	1.4	-1	1	0.0
47	0.4	6	0	0.0
